HIF act = HIF pathway transcriptional activation; AID 1910; U2OS HRE-luciferase reporter, luminescence; normalized: DMSO 0%, desferrioxamine 100%; activation, % at 7.5 µM (by protocol); hit rate 0.32% among 300,000;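 active = mean activation of at least 10% of the iron chelator positive control signal, with at least half of replicates also reaching 10%; inconclusive = mean and replicate majority disagree about reaching 10%; inactive = mean and most replicates under 10%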
HSP90 inh = blocks HSP90-mediated luciferase refolding in reticulocyte lysate. Rabbit reticulocyte lysate, luciferase refolding luminescence, 3 h. inhibition, % at 5.6 µM. hit rate 0.91% among 290,000;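 active = inhibition above the screen-wide mean plus 3 SD, computed separately per campaign, cut at about 16% in these data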;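 also: 0% = DMSO wells and 100% = 60 µM geldanamycin wells; inhibitors lower the luminescence because luciferase stays unfolded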
HSF1 activator = increases HSF-1 driven luciferase reporter signal; activation, % at 9 µM; NIH3T3-HGL HSF-1 luciferase reporter, MG132, 8 h; 100% = twice DMSO control signal; hit rate 1.7% among 300,000; AID 504408;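 active = mean replicate activation of at least 50% with a set share of replicates each reaching 50%; inconclusive = only one of those two conditions met; inactive = mean below 50% and too few replicates reaching it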;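 also: 0% = median of the neutral control wells and 100% = twice that signal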
KLF5 inhibitor = inhibitors of KLF5 expression; DLD-1 KLF5 promoter-luciferase reporter, luminescence; inhibition, % at 5 µM; hit rate 0.23% among 290,000;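 active = inhibition above a per-plate limit of that plate's mean compound inhibition plus 3 SD, cut at about 60% in these data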;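 also: 0% = DMSO wells and 100% = LY294002 at 200 µM; higher means less KLF5 promoter-driven luciferase light; inactives centre near -14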
HDAC3 inh = human HDAC3 inhibition; O15379; recombinant HDAC3, fluorogenic peptide/trypsin coupled, fluorescence; inhibition, % at 8.3 µM; hit rate 0.15% among 320,000; AID 2718; in the data active = inhibition above about 26%, passing the limit was not always enough; inconclusive = no clear call, values can overlap the other calls
Target sequence (O15379 whole entry, looked up): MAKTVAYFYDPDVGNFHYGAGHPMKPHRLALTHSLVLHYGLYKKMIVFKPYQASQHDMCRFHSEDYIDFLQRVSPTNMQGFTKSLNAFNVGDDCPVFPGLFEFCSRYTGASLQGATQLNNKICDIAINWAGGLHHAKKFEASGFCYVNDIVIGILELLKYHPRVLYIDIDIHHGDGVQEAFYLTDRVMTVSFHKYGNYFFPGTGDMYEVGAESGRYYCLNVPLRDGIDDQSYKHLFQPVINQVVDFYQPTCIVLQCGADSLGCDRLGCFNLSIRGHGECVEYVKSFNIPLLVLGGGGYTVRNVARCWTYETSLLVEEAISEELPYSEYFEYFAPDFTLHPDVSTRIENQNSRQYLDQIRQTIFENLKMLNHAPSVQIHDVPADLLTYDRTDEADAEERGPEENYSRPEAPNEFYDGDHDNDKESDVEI
IEC-6 tox = kills IEC-6 intestinal cells in KLF5 counter-screen; IEC-6 cytotoxicity, luminescence viability; inhibition, % at 5 µM; hit rate 0.78% among 290,000; AID 1825; in the data active = inhibition above about 22%;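 also: 0% = plate median of test compound wells and 100% = cytotoxic reference compound wells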
Platelet DG rel = modulates dense granule release in human platelets; human platelet-rich plasma, SFLLRN dense granule ATP release, luminescence; inhibition, %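 (compounds screened at 7.5 µM in platelet-rich plasma)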; hit rate 0.22% among 300,000; AID 1663;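 active = mean replicate score, as percent of positive control, at or above 50; inconclusive = mean below 50 but at least one replicate at or above 50; inactive = mean and every replicate below 50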
aSyn UTR inh = 5' untranslated region of α-synuclein, MLPCN primary screen | alpha-synuclein 5'UTR reporter, inhibitor activity | inhibition, % (tested at 7.5 µM) | hit rate 0.82% among 300,000; in the data active = inhibition above about 60%; inconclusive = no clear call, values can overlap the other calls;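 also: H4 neuroglioblastoma cells stably carrying SNCA 5'UTR luciferase fusion; 0% = DMSO wells and 100% = positive control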
AI-2 QS mod = modulates the Vibrio harveyi AI-2 quorum sensing system | Vibrio harveyi JMH597 AI-2 luminescence/OD600 ratio, 9 h; stronger effect = lower value; strain lacks LuxN and CqsS sensors; 0 = neutral-control median | activity change, % at 7.5 µM | hit rate 0.4% among 300,000; in the data active = activity change below about -75%, passing the limit was not always enough; inconclusive = no clear call, values can overlap the other calls;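 also: luminescence divided by OD600 gain over 9 h not by final OD600 alone; inactives centre near 13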
HSF1 inhib = HSF1 inhibition; hit rate 0.77% among 300,000; NIH3T3-HGL HSE-luciferase, MG132-induced, luminescence 8 h; stronger effect = lower value; activity change, negative = inhibition, % at 7.5 µM (by protocol);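 active = more than half of replicate wells show activity change below -50%, luminescence cut by over half; inconclusive = some wells, but at most half, below -50%; inactive = no replicate well below -50%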;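 also: luciferase reports HSF-1 transcriptional activity via heat shock element; 0% = median of DMSO wells and -100% = zero luminescence signal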
* marks the source's active call; other numbers are inactive results; ? = inconclusive; . = no result given.

SMILES	HIF act	HSP90 inh	HSF1 activator	KLF5 inhibitor	HDAC3 inh	IEC-6 tox	Platelet DG rel	aSyn UTR inh	AI-2 QS mod	HSF1 inhib
OCCNc1nc(N2CCN(Cc3ccccc3)CC2)nc2ccccc12	0.7	-3	1	-29	-6	-1	3	7	16	-4
NC(=O)CC(NC(=O)Cc1ccc(Br)cc1)c1ccc(NCc2ccc(F)c(F)c2)c([N+](=O)[O-])c1 (stereo unspecified)	-0.4	.	18	.	1	.	-3	8	7	32
CCN1C(c2ccccc2)=C(c2ccccc2)S/C1=C\C=C1/SC(=S)N(C)C1=O	-0.3	1	2	-2	0	4	22	-13	-3	0
CCOc1cc(NC(=O)c2ccccn2)c(OCC)cc1NC(=O)c1ccc(OC)cc1	-0.1	-4	-3	-6	-6	5	-3	7	20	6
O=[N+]([O-])c1cccc(S(=O)(=O)N2CCN(S(=O)(=O)N3CCOCC3)CC2)c1	-1.3	-4	2	-12	2	-7	-2	3	25	-6
CCn1c(SCC(=O)Nc2ccccc2C)nnc1-c1ccccc1O	-0.1	1	12	1	-1	10	0	8	26	-1
CC1CC(C)(C)NC(=S)N1CCCC(=O)Nc1ccccc1F (stereo unspecified)	-0.3	2	-4	-17	-2	1	-15	5	22	5
CCC(C)[C@H](NC(=O)N1CC(=O)Nc2ccccc21)C(=O)N[C@H](C(=O)O)c1ccccc1 (stereo partly specified)	0.2	-4	9	-18	-1	-4	-2	-2	29	-3
O=C(/C=C/c1ccc(Br)o1)NCc1ccccc1	0.1	-1	20	-6	3	-7	0	4	-90*	22
OCC[C@@H]1C[C@H](O)[C@@H](O)[C@]2(CCCO2)O1	-0.1	.	7	.	-6	.	1	2	11	-5
Cc1cc(C(=O)Nc2cccc(C)c2C)n(-c2ccccc2)n1	2.6	-2	35	-58	-2	-7	7	-35	11	29
Cc1nc(Nc2ccc(S(N)(=O)=O)cc2)oc1C	-0.2	-4	-20	-29	0	-4	-5	-16	?	-1
O=C(COc1ccccc1[N+](=O)[O-])N1CCN(c2ccccn2)CC1	-0.9	.	2	.	-4	.	-1	7	16	-2
CCN(CC)S(=O)(=O)c1ccc2oc(SCC(=O)NC3CC3)nc2c1	0.6	-4	-4	-15	12	-5	-6	-17	26	-2
O=C(Cc1ccc(Br)cc1)NC1CCSC1=O (stereo unspecified)	-0.1	0	-8	8	-2	-3	1	11	27	-5
COc1ccc(Cl)cc1C(=O)NCCS(=O)(=O)N1CCN(c2ccccc2F)CC1	0.1	-1	11	-19	4	0	-10	10	10	3
CC1=CN2C(=N)/C(=C/c3cn(CCCOc4ccccc4C)c4ccccc34)C(=O)N=C2S1	0.7	7	-19	-26	2	1	-4	-31	24	-8
O=C(CSc1nc2ccc(Cl)cc2[nH]1)NCCc1ccccc1	-0.1	4	28	-12	5	-4	-2	2	-34	19
CC(C)c1ccc(C(C)NC(=O)C2CCCC2)cc1 (stereo unspecified)	1.6	2	1	-26	3	-1	21	18	3	0
CC(=O)Nc1cc(-c2nn(CC(=O)N3CCCCC3)c(=O)c3ccccc23)ccc1N1CCOCC1	-0.1	2	-20	-21	?	-6	5	14	19	-11
Cc1noc(C)c1COC(=O)c1cccnc1SCC(=O)Nc1ccc2c(c1)OCO2	0.7	-3	-3	-74	6	0	11	-30	32	2
COc1ccccc1C(CNC(=O)c1ccc(-c2ccccc2Cl)o1)N1CCCC1 (stereo unspecified)	-0.1	.	2	.	2	.	5	-8	-3	-5
Cc1ccc(-c2nnn(CC(=O)O)n2)cc1	-0.1	0	-10	2	-2	-1	3	-23	22	-3
N/C(=N\OC(=O)Cc1ccccc1[N+](=O)[O-])c1ccc(Br)cc1	0.5	0	31	-30	4	1	5	10	-5	13
COc1cccc(-c2cc(C(=O)NCCN3CCOCC3)no2)c1	0.1	-2	10	8	0	2	10	-21	8	0
CC(C)OC(=O)c1c(NC(=O)c2cnn3c2NC(c2ccccc2)CC3C(F)F)sc2c1CCCC2 (stereo unspecified)	0.1	1	1	9	2	4	-6	12	2	-10
Cc1cccc(N(C(=O)CCC(=O)Nc2cc(C)on2)C(C(=O)NC2CCCC2)c2ccncc2)c1 (stereo unspecified)	-2.3	4	-4	-7	-7	1	-3	0	-6	5
CCCc1cc(N2CCCC(C(=O)Nc3cc(Cl)ccc3OC)C2)n2ncnc2n1 (stereo unspecified)	.	0	.	-41	0	4	.	.	.	.
COc1ccc2cc(C(C)C(=O)N3CCC(C(N)=O)CC3)ccc2c1 (stereo unspecified)	28*	-1	-9	-5	0	1	-26	14	-9	1
Cc1ccc(C)c(N(CC(=O)NC2CCCC2)C(=O)c2cc3cc4cc(C)ccc4nc3s2)c1	-0.3	-2	1	-35	9	1	-2	24	10	-2
COc1ccc(N2CCN(S(=O)(=O)c3c(C)noc3/C=C/N(C)C)CC2)cc1	0.2	5	-28	-23	6	0	-10	2	-3	-15
O=C(c1cccs1)n1nc(-c2cccnc2)nc1NCc1ccco1	-0.3	2	-14	-17	.	2	6	-12	5	-6
O=C(Nc1ncn[nH]1)c1ccc(Cl)c(S(=O)(=O)N2CCCCCC2)c1	-0.2	-5	23	-19	0	0	1	29	-4	10
O=C(O/N=C/c1ccc(Br)cc1)c1ccc(F)cc1	-0.7	.	1	.	-4	.	-1	-20	21	2
CCOC(=O)c1sc2nc3n(c(=O)c2c1C)CCCCC3	3.3	2	29	-114	1	-1	-2	-214	-14	19
O=C(O)c1ccc(N/N=C/c2ccc(F)c(F)c2)cc1	-0.3	9	-21	-193	2	-3	37	-73	-94*	-12
COc1ccc(N2CCN(C3CCCN(C(=O)C4=C(C)OCCO4)C3)CC2)cc1 (stereo unspecified)	-0.8	-5	-10	-28	-7	-4	-2	15	10	-4
Cc1cc(=O)n2nc(N3CCCC(C(=O)NCc4ccc(F)cc4)C3)sc2n1 (stereo unspecified)	-0.7	-4	4	-29	0	2	2	8	23	4
CCOC(=O)C1CCN(C(=O)c2ccc(OCC(=O)N3CCOCC3)c(OC)c2)CC1	0.2	.	-2	.	.	.	11	8	11	0
CCO[C@@H]1OC(C(=O)NCc2ccccc2)=C[C@H](C2CCCCC2)[C@H]1CCCO	-0.4	10	-28	9	5	4	-2	15	25	-7
CCC(=O)Nc1c(C)nn(-c2ccc(C)c(C)c2)c1C	0.4	-3	5	-6	1	-4	12	-22	11	-3
COc1ccc(P(=O)(COc2ccc([N+](=O)[O-])cc2)c2ccc(OC)cc2)cc1	0.8	-3	-6	-2	-2	9	?	7	10	-4
Cc1ccc(S(=O)(=O)NCC(=O)N(CC(=O)NC2CCCCC2)Cc2ccco2)cc1	0.0	0	5	-8	-4	-3	5	23	20	-1
CCOc1ccc(NS(=O)(=O)c2ccc3c(c2)N(C(C)=O)CCS3)cc1	-0.3	2	20	-6	-3	7	-14	3	19	-3
COc1ccc(OC)c(S(=O)(=O)N(C)CC(=O)N2CCCCC2)c1	0.0	-2	7	3	0	-6	-7	-11	25	-3
COc1ccc(CCNS(=O)(=O)c2cccc3cccnc23)cc1OC	0.7	1	2	-3	-3	-5	-1	36	19	1
c1cncc(C2Nc3ccccc3-c3nc4ccccc4n32)c1 (stereo unspecified)	1.6	5	35	-95	-19	2	3	-92	23	16
CCOC(=O)c1c(-c2ccc(C)cc2)csc1NC(=O)CCSc1nnc2ccccn12	-1.6	-2	1	-11	-1	1	2	14	6	5
CC(=O)c1ccc(S(=O)c2ccccc2)cc1 (stereo unspecified)	-0.1	2	-7	-13	-7	2	7	9	25	-3
Cc1ccc(C(=O)NNC(=O)CSc2nnc(-c3ccncc3)n2-c2ccc(C)cc2)cc1	-0.1	0	18	-16	-1	-1	1	1	7	0
Cc1ccc(S(=O)(=O)CCC(=O)c2ccc(O)cc2O)cc1	-0.9	-3	20	-3	4	0	6	-11	.	1
Cc1ccc(C)c(OCCC(=O)OCC(=O)Nc2cccnc2Cl)c1	-0.4	-2	-8	-8	-2	-4	-9	23	8	-4
CCCc1nc2c(c(=O)c3ccccc3n2C)c(=O)n1-c1cc(C)cc(C)c1	0.0	0	6	-21	-9	1	8	-15	41	3
Cc1c(C(=O)NCc2cccnc2)oc2ccc(S(=O)(=O)N3CC(C)CC(C)C3)cc12 (stereo unspecified)	0.1	0	-8	7	-1	-2	-1	28	3	1
O=C(c1ccc(Cl)cc1)N(c1ccccn1)C1CCCCC1	-0.2	2	-5	0	6	0	7	32	3	-4
O=C(C1CCN(S(=O)(=O)c2ccccc2F)CC1)N1CCc2ccccc2C1	-0.1	-6	-6	-4	-4	-15	-19	7	29	1
Cc1cccc(NC(=O)CCN2CCN(C)CC2)c1	-0.8	-1	1	-21	-2	-4	3	-4	6	-4

Some of the entries so far, with values under each structure.
Values run as follows: HIF act | HSP90 inh | HSF1 activator | KLF5 inhibitor | HDAC3 inh | IEC-6 tox | Platelet DG rel | aSyn UTR inh | AI-2 QS mod | HSF1 inhib
- COc1ccc(CCNS(=O)(=O)c2cccc3cccnc23)cc1OC
    0.7 | 1 | 2 | -3 | -3 | -5 | -1 | 36 | 19 | 1
- c1cncc(C2Nc3ccccc3-c3nc4ccccc4n32)c1 (stereo unspecified)
    1.6 | 5 | 35 | -95 | -19 | 2 | 3 | -92 | 23 | 16
- CCOC(=O)c1c(-c2ccc(C)cc2)csc1NC(=O)CCSc1nnc2ccccn12
    -1.6 | -2 | 1 | -11 | -1 | 1 | 2 | 14 | 6 | 5
- CC(=O)c1ccc(S(=O)c2ccccc2)cc1 (stereo unspecified)
    -0.1 | 2 | -7 | -13 | -7 | 2 | 7 | 9 | 25 | -3
- Cc1ccc(C(=O)NNC(=O)CSc2nnc(-c3ccncc3)n2-c2ccc(C)cc2)cc1
    -0.1 | 0 | 18 | -16 | -1 | -1 | 1 | 1 | 7 | 0
- Cc1ccc(S(=O)(=O)CCC(=O)c2ccc(O)cc2O)cc1
    -0.9 | -3 | 20 | -3 | 4 | 0 | 6 | -11 | . | 1
- Cc1ccc(C)c(OCCC(=O)OCC(=O)Nc2cccnc2Cl)c1
    -0.4 | -2 | -8 | -8 | -2 | -4 | -9 | 23 | 8 | -4
- CCCc1nc2c(c(=O)c3ccccc3n2C)c(=O)n1-c1cc(C)cc(C)c1
    0.0 | 0 | 6 | -21 | -9 | 1 | 8 | -15 | 41 | 3
- Cc1c(C(=O)NCc2cccnc2)oc2ccc(S(=O)(=O)N3CC(C)CC(C)C3)cc12 (stereo unspecified)
    0.1 | 0 | -8 | 7 | -1 | -2 | -1 | 28 | 3 | 1
- O=C(c1ccc(Cl)cc1)N(c1ccccn1)C1CCCCC1
    -0.2 | 2 | -5 | 0 | 6 | 0 | 7 | 32 | 3 | -4
- O=C(C1CCN(S(=O)(=O)c2ccccc2F)CC1)N1CCc2ccccc2C1
    -0.1 | -6 | -6 | -4 | -4 | -15 | -19 | 7 | 29 | 1
- Cc1cccc(NC(=O)CCN2CCN(C)CC2)c1
    -0.8 | -1 | 1 | -21 | -2 | -4 | 3 | -4 | 6 | -4

Outcome played no part in choosing rows; about 5% have a hit in one of these screens.
